# Screening results: PubChem, several laboratories
# SARS 3CLpro inh – SARS-CoV 3CLpro protease inhibition. P0C6X7. recombinant SARS-CoV 3CLpro, quenched FRET peptide cleavage. inhibition, % at 6 µM. actives 0.14% (n = 290,000); in the data active = inhibition above about 12%
# Vc quorum ag – inducers of Vibrio cholerae quorum light production without autoinducers. V. cholerae BH1578 lux reporter, luminescence, 6 h. activation, % at 18.7 µM. actives 0.16% (n = 350,000). AID 588436; in the data active = activation mostly above about 9.7%, no sharp cut-off; inconclusive = no clear call, values can overlap the other calls; inactive = mostly below about 3.7%; also: not every result past the cut was called active; inactives centre near 0; reference of the scale not given here
# BoNT A protease – inhibitors of Botulinum neurotoxin A light chain protease. actives 0.17% (n = 360,000). inhibition, % at 10 µM. multiplex microsphere protease substrate cleavage, flow cytometry. AID 588499; also: plate controls were buffer without enzyme for full effect and enzyme alone for no effect
# PfHsp40 rescue – restores yeast growth despite PfHsp40 toxicity; S. cerevisiae expressing PfHsp40, growth rescue, ATP luminescence; actives 0.68% (n = 340,000); growth rescue, % at 12.5 µM; in the data active = growth rescue above about 28%, passing the limit was not always enough; inconclusive = no clear call, values can overlap the other calls;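 also: yeast W303a lacking pdr1 and pdr3 grown in galactose medium; growth measured after three days at 30 °C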
# PriA SSB inh – inhibitors of Klebsiella pneumoniae PriA binding to SSB C-terminal tail. AlphaScreen SSBct-PriA binding, biotinylated peptide. inhibition, % at 33 µM. actives 0.6% (n = 430,000). AID 1272365; in the data active = inhibition mostly above about 37%, no sharp cut-off; inactive = mostly below about 20%;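 also: plate controls were negative control peptide for no effect and reference peptide for full effect; strong numbers were not always called active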
# DUSP3 inh – blocks human VHR1 dual specificity phosphatase; inhibition, % at 13.3 µM; actives 0.52% (n = 290,000); P51452; recombinant VHR phosphatase, pNPP absorbance; in the data active = inhibition above about 50%; also: some compounds called inactive have numbers as strong as hits
# Yp Topo-I inh – inhibitors of Yersinia pestis topoisomerase I | Y. pestis Topo-I cleavage product accumulation, plate reader | actives 0.064% (n = 360,000) | activity, % at 10 µM; in the data active = activity above about 50%, passing the limit was not always enough; inconclusive = no clear call, values can overlap the other calls; also: inactives centre near 2
# Anthrax LF prot – inhibitors of Bacillus anthracis lethal factor protease | P15917 | multiplex microsphere protease cleavage assay, LF | inhibition, % at 10 µM | actives 0.12% (n = 360,000) | AID 588501; also: plate controls were buffer without enzyme for full effect and enzyme alone for no effect
# CCHF vOTU inh – blocks the CCHF virus ovarian tumor domain protease; AID 651958; inhibition, % at 11.5 µM; CCHFV vOTU protease, Pep-AMC fluorescence; actives 0.55% (n = 370,000); in the data active = inhibition above about 30%; also: 0% = vehicle wells with enzyme and 100% = no enzyme wells
# TcdB GH inh – inhibitors of Clostridioides difficile toxin B glycohydrolase | P18177 | actives 0.24% (n = 350,000) | TcdB glycohydrolase enzymatic assay, plate reader | AID 652162 | inhibition, % at 9.99 µM; in the data active = inhibition above about 10%
# Starred values were filed as active, the others as inactive; i = inactive; ? = inconclusive; nt = no result given. Rule as the data show it, unless noted: active = inhibition above about 30%; inconclusive = no clear call, values can overlap the other calls; inactive = below that. Not all compounds are listed; rates above refer to the full screens.
SMILES,SARS 3CLpro inh,Vc quorum ag,BoNT A protease,PfHsp40 rescue,PriA SSB inh,DUSP3 inh,Yp Topo-I inh,Anthrax LF prot,CCHF vOTU inh,TcdB GH inh
CCOc1ccccc1-c1nnc(SCC(=O)NC2CC2)n1CC,-4,i,-1.0,-1.1,-8,25,-11,1,0,-1.1
Cc1ccc(NCC(=O)N=Nc2c(O)[nH]c3ccc([N+](=O)[O-])cc23)cc1,-5,nt,nt,nt,-6,37,nt,nt,22,0.1
Cc1csc(=O)n1CCC(=O)OCC(=O)c1ccc(Br)cc1,nt,i,0.5,-1.1,1,nt,3,0,3,-2.3
CCNC(=S)Nc1ccc(Cl)cc1Cl,-2,i,-0.5,-1.0,-5,-2,-5,0,2,0.3
COc1ccc(CCNCc2ccsc2)cc1OC,2,-0.4,-3.2,-0.8,1,22,0,-4,-7,-0.7
Cc1cc(-c2n[nH]c(=S)n2/N=C/c2ccc(C)o2)n[nH]1,-3,-1.2,3.2,-1.5,nt,13,0,-2,-1,4.5
Oc1ccccc1C=NNC(=S)Nc1ccc(F)cc1,nt,0.3,0.4,-2.0,-5,nt,-3,-2,3,0.1
O=C(COc1ccccc1)NCc1nnc2c3ccccc3c(-c3ccccc3)nn12,6,-0.4,-0.4,0.2,-11,10,22,-1,6,0.4
C1CCc2c(nc3nnnn3c2N2CCOCC2)C1,4,i,nt,0.0,1,28,-5,nt,3,nt
Cc1ccc(C(=O)NC23CC4CC(CC(C4)C2)C3)c(Cl)c1,0,-3.8,-1.4,-1.0,-10,7,11,-10,6,-0.5
CC1(C)CC(Cc2cccc(C(F)(F)F)c2)N(C(=O)OC(C)(C)C)C1 (stereo unspecified),nt,-0.4,0.1,nt,nt,nt,2,0,-1,1.3
Cc1c(Cl)cccc1NC(=O)COC(=O)c1ccc(CN2CCCC2=O)cc1,nt,-0.6,-0.1,-1.7,7,nt,-9,-3,-6,-3.5

# 3 structures already listed, ordered by length of the SMILES, highest first:
SMILES,SARS 3CLpro inh,Vc quorum ag,BoNT A protease,PfHsp40 rescue,PriA SSB inh,DUSP3 inh,Yp Topo-I inh,Anthrax LF prot,CCHF vOTU inh,TcdB GH inh
Cc1ccc(NCC(=O)N=Nc2c(O)[nH]c3ccc([N+](=O)[O-])cc23)cc1,-5,nt,nt,nt,-6,37,nt,nt,22,0.1
CC1(C)CC(Cc2cccc(C(F)(F)F)c2)N(C(=O)OC(C)(C)C)C1 (stereo unspecified),nt,-0.4,0.1,nt,nt,nt,2,0,-1,1.3
O=C(COc1ccccc1)NCc1nnc2c3ccccc3c(-c3ccccc3)nn12,6,-0.4,-0.4,0.2,-11,10,22,-1,6,0.4

# Continuation.
SMILES,SARS 3CLpro inh,Vc quorum ag,BoNT A protease,PfHsp40 rescue,PriA SSB inh,DUSP3 inh,Yp Topo-I inh,Anthrax LF prot,CCHF vOTU inh,TcdB GH inh
Cc1cnc(C(=O)NCC(c2ccccc2)c2ccccc2)cn1,-1,-0.5,-0.7,0.2,-6,3,0,-6,1,-0.6
O=C(NCCN1CCCC1)c1ccc2c(c1)N(Cc1cccc(Cl)c1)C(=O)c1ccccc1S2(=O)=O,3,-2.6,1.4,-0.7,11,17,-26,0,10,-0.3
CC1N(C)c2cccc3cccc(c23)N1C,-3,-1.6,-1.8,0.4,45*,0,-5,-13,-122,nt
CC(=O)Oc1ccc([N+](=O)[O-])cc1N1C(=O)c2ccccc2C1=O,3,-0.6,2.9,0.7,-5,-1,-3,1,2,0.4
CCOc1ccc(CCN2C(=S)N([C@@H](CC(C)C)CN3CCC[C@@H]3CN3C(=S)NC[C@@H]3Cc3ccc(O)cc3)C[C@@H]2CC(C)C)cc1,nt,nt,-0.6,nt,nt,nt,nt,-3,21,-0.2
Cc1cc(=O)c(C(=O)O)nn1-c1ccccc1C(F)(F)F,-8,-0.5,-1.4,-0.2,-11,10,0,3,7,-0.2
COc1ccc2nc(N(CCN(C)C)C(=O)c3ccc(C(=O)c4ccccc4)cc3)sc2c1,-2,0.4,nt,-0.2,50*,18,39,nt,2,0.5
O=C(O)c1c2c(nc3ccccc13)CCCCC2,7,-0.3,-0.5,-1.8,-6,-4,-6,2,-14,nt
COC(=O)c1cc(=O)nc2sc3ccccc3n12,-2,i,0.7,0.5,-14,29,6,5,29,nt
COC(=O)C1(CCSC)NC(c2ccco2)C2C(=O)N(C)C(=O)C21 (stereo unspecified),-1,i,-1.3,-1.8,-20,15,3,-8,-1,nt
COc1cccc(Sc2cc(N3CCOCC3)nc(-c3ccccc3)n2)c1,2,-12,-0.2,5.6,-6,23,18,-8,8,nt
Cc1ccc(N2C(=O)CC(Cc3cc(C)cc(C)c3)C2=O)cc1 (stereo unspecified),3,-2.1,-0.6,3.2,-13,15,3,-6,-9,0.4
COc1ccc(CNC(=O)Nc2nc(C(N)Cc3ccc(F)cc3)cs2)cc1 (stereo unspecified),nt,-0.6,-0.4,nt,nt,nt,-17,0,-1,0.8
O=C(N=Nc1c(O)[nH]c2ccc([N+](=O)[O-])cc12)c1cc(-c2ccccc2Cl)nc2ccccc12,-1,-0.5,1.3,0.1,-6,2,-5,2,-16,-1.1
c1ccc(-n2ncc3c(N4CCC5(CC4)OCCO5)ncnc32)cc1,-4,nt,-1.2,-0.3,-15,19,16,1,2,nt
COc1ccc(NC(=O)c2cc(C)nn2-c2ccccc2)cc1,-3,-0.6,-3.5,-0.6,0,7,-1,-9,-11,0.9
CC(C)C(=O)Nc1c2c(nn1-c1ccc([N+](=O)[O-])cc1)CS(=O)(=O)C2,-6,-0.4,-2.6,-0.5,7,6,-4,6,-11,0.6
O=C(CN1C(=O)c2ccccc2S1(=O)=O)Nc1cccnc1,1,-0.7,-0.6,0.3,1,9,1,0,9,nt
CC(=O)c1ccc(NC(=O)COC(=O)c2c[nH]c3ccccc23)cc1,nt,-0.3,0.1,-1.9,-2,nt,4,-6,-9,4.5
O=C1CC(c2ccc3ccccc3c2)NN1 (stereo unspecified),nt,i,-0.4,0.2,-12,nt,5,-6,-5,-0.3
COc1ccccc1NC(=O)c1ccc(NC(=O)CNC(=O)c2ccc(OC)c(OC)c2)cc1,6,-0.2,-1.5,0.7,-4,17,15,-4,10,1.8
CC(C)CC(=O)NC(=S)NNC(=O)c1cccc([N+](=O)[O-])c1,7,-0.2,-0.6,6.6,-9,-17,7,-3,24,1.2
Fc1cccc(CN2CCN(C(=S)NCCc3ccccc3)CC2)c1,-1,-0.2,-0.4,-1.2,-14,16,5,-2,2,-0.6
O=C(CSc1nnc(-c2cccnc2)o1)Nc1ccc(F)cc1,nt,-0.4,-0.1,nt,nt,nt,-9,-3,10,1.5

# The closing 2 compounds of the section above open the next one.
SMILES,SARS 3CLpro inh,Vc quorum ag,BoNT A protease,PfHsp40 rescue,PriA SSB inh,DUSP3 inh,Yp Topo-I inh,Anthrax LF prot,CCHF vOTU inh,TcdB GH inh
Fc1cccc(CN2CCN(C(=S)NCCc3ccccc3)CC2)c1,-1,-0.2,-0.4,-1.2,-14,16,5,-2,2,-0.6
O=C(CSc1nnc(-c2cccnc2)o1)Nc1ccc(F)cc1,nt,-0.4,-0.1,nt,nt,nt,-9,-3,10,1.5
Cc1onc(NC(=O)NC(=O)c2ccccc2F)c1Br,4,i,0.0,4.1,-7,-2,2,1,-1,0.6
Cc1nn(Cc2ccccc2)c(Cl)c1/C=N/NC(=O)c1cccnc1,3,-0.8,0.0,-1.1,nt,5,7,1,2,1.2
CCOCCCn1c(=S)[nH]c2ncccc2c1=O,-2,-0.3,2.5,1.4,-12,18,3,7,-5,nt
O=S(=O)(c1cccc(F)c1)N1CCN(c2nc(-c3cccnc3)nc3ccccc23)CC1,nt,-0.7,0.2,7.5,-6,nt,25,-3,5,1.1
O=C(c1cnsn1)N1CCCC(Nc2ccc(F)c(F)c2)C1 (stereo unspecified),2,-0.6,1.1,0.0,-5,-10,2,0,6,-1.8
C[C@]12CCC(=O)C=C1CC[C@@H]1[C@@H]2CC[C@]2(C)C(=O)CC[C@@H]12,-13,i,0.5,2.1,-2,-3,1,3,-8,-0.4
CC1=CC=CC2=N/C(=N\S(=O)(=O)c3ccc(F)cc3F)c3ccccc3CN12,2,-0.2,-0.5,0.8,nt,32,4,-3,7,1.1
CN(C)C(=O)Cn1c(=O)n(C)c2ccccc21,3,i,1.5,0.2,-11,37,4,-1,-12,nt
CCOC(=O)CC1C(=O)NCCN1S(=O)(=O)c1ccc(NC(C)=O)cc1 (stereo unspecified),-6,-1.3,-2.2,-0.9,5,15,2,-1,-4,7.7
c1ccc(-c2nc3ccccn3c2-c2ccccc2)cc1,nt,-0.4,-1.7,-0.6,-2,nt,23,-5,-15,1.2
COCCCn1nnnc1SCC(=O)N1c2ccccc2CC1C (stereo unspecified),4,-0.2,-1.0,-0.4,-11,15,1,-4,7,0.3
CCN(CC)S(=O)(=O)c1ccc(N2CCOCC2)c(NC(=O)c2ccc(C#N)cc2)c1,-1,-0.4,-1.2,0.0,-10,30,2,8,-6,1.7
C/C(=N\NC(=O)c1nn(C)c(C)c1Br)c1ccc(NC(=O)c2ccccc2F)cc1,-4,-0.3,0.9,-0.5,nt,39,-2,-2,25,0.0
COc1cc(C(C)=O)ccc1OC(C)C(=O)Nc1ccc(S(=O)(=O)N2CCCC2)cc1 (stereo unspecified),nt,i,nt,0.1,-5,nt,-6,nt,-11,0.9
O=C1ON=C(c2ccccc2)/C1=C/c1ccc(O)cc1,-4,i,-2.2,1.8,-4,1,2,11,16,0.7
CCOc1cc(N2CCOCC2)c(OCC)cc1NC(=O)COC(=O)c1c(CC)noc1C,nt,i,0.0,1.1,-5,nt,11,-6,-4,0.6
O=C(CCNS(=O)(=O)c1ccccc1C(F)(F)F)N1CCN(C(c2ccccc2)c2ccccc2)CC1,nt,i,-2.3,-0.1,-8,nt,?,-1,1,0.8
c1ccc(Cn2nnnc2C(c2cccs2)N2CCOCC2)cc1 (stereo unspecified),2,-0.6,-0.1,0.4,-5,36,-4,-1,0,nt
CCn1c(C)[n+](Cc2ccccc2)c2ccc(Cl)cc21,0,-0.4,0.6,1.0,0,-8,9,-15,-11,-0.8
CCCCN(C(=O)CC(c1ccccc1)c1ccccc1)c1c(N)n(CCC)c(=O)[nH]c1=O,1,i,-0.1,3.0,-16,40,0,-1,3,0.8
O=C1/C(=C/C=C/c2ccco2)SC(=S)N1NS(=O)(=O)c1ccccc1,-1,-0.4,1.3,2.0,-7,20,-16,1,18,-2.5
Cc1ccc(S(=O)(=O)N2CCCC(C(=O)N(Cc3cccs3)C3CC3)C2)cc1 (stereo unspecified),2,i,0.0,1.6,-10,-9,35,-3,6,nt
O=C(CC12CC3CC(CC(Br)(C3)C1)C2)Nc1nncs1,-2,i,0.0,0.7,-4,29,8,6,19,-0.2
CN1CCC(=NNC(=O)c2ccc(N(Cc3ccc(Cl)cc3)S(C)(=O)=O)cc2)CC1,1,-0.6,0.8,2.7,0,24,13,-3,6,nt
Cc1nn(CCCC(=O)Nc2sc3c(c2C#N)CCC3)c(C)c1[N+](=O)[O-],1,i,-0.2,0.8,1,21,-5,2,1,nt
O=C(O)c1cc(=O)cc(C(=O)O)[nH]1,-1,i,0.5,0.0,-9,6,-4,-2,10,nt
Nc1ccn(C2CCCCO2)c(=O)n1 (stereo unspecified),nt,2.0,0.3,-0.2,-6,nt,3,-1,4,0.1
CCOC(=O)C1=C(C)NC(C)=C(C(=O)OCC)C1c1ccc(Br)o1,-2,-0.6,-0.5,3.3,-11,-10,10,-2,-12,2.8
COC(=O)C(C(=O)OC)C(C(C)C)C(C(=O)OC)C(=O)OC,0,-0.7,0.4,0.4,-3,22,1,3,4,nt
O=C(NCCc1ccccc1)C1c2ccccc2C(=O)N1Cc1cccs1 (stereo unspecified),-1,i,-1.1,1.5,-8,6,0,-1,-2,0.3
CCOC(=O)c1c(NC(=O)CN2CCCc3ccccc32)sc(C(C)=O)c1C,0,-0.4,1.2,7.7,-19,18,11,0,-17,nt
